CHRM1 antagonist – blocks human M1 muscarinic receptor | P11229 | CHO-K1 hM1, Fluo-8 calcium fluorescence, ACh EC80 antagonist | inhibition, % at 3 µM | 1.3% of 360,000 active;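 active means percent inhibition above its own plate's cutoff, namely the mean of that plate's compound wells plus 3 SD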;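 further: peak over basal fluorescence ratio during 140 s after agonist addition; 0% = ACh EC80 plus DMSO and 100% = DMSO alone without agonist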
CHRM5 PAM – positive allosteric modulators of human muscarinic M5 receptor | P08912 | 0.3% of 360,000 active | CHO-K1 hM5, Fluo-8 calcium, ACh EC20 PAM; 0% = ACh EC20, 100% = ACh EC100 | activation, % at 3 µM | AID 624038;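 active means activation above the run cutoff, the mean activation of all test compounds plus 3 SD, cut at about 18% in these data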
Target sequence (P08912 whole entry, looked up): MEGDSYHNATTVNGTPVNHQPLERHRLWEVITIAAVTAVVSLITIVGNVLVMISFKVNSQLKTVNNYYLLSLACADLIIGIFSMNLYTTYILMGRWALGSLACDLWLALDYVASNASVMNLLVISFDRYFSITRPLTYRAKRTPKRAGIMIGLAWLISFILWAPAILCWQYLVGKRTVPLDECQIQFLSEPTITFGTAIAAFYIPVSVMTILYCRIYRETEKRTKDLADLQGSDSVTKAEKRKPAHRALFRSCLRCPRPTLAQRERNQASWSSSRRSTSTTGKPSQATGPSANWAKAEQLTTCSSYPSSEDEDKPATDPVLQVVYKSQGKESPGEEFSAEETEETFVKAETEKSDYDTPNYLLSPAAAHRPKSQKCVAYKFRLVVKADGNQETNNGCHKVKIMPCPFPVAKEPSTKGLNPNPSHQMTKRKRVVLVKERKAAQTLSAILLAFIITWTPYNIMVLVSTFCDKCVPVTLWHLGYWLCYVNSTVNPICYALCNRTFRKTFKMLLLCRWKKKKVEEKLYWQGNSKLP
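Probe or stimulus: acetylcholine, EC20 level; Assay system: human M5 receptor in CHO-K1 cells; Schedule: compound preincubation 140 s before EC20 acetylcholine addition; Technique: intracellular calcium via Fluo-8 fluorescence; Dosing: single-point, 3 µM nominal; Read-out basis: percent activation from peak-over-basal fluorescence ratio, scaled EC20-to-EC100 acetylcholine; Repeats: one well per compound, no replicates.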
CHRM1 agonist – human M1 muscarinic receptor agonism; P11229; CHO-K1 hM1, Fluo-8 calcium fluorescence, agonist mode; 0% DMSO, 100% acetylcholine EC100; activation, % at 3 µM; 0.33% of 360,000 active; AID 588814;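 active means activation above the run's mean compound activation plus 3 SD, cut at about 16% in these data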;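 further: peak over basal fluorescence ratio within a 140 s kinetic read after compound addition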
M4 ag – agonists of human muscarinic M4 receptor (CHRM4); P08173; CHO-K1 hM4/Gqi5, Fluo-8 calcium fluorescence; vehicle 0%, full acetylcholine response 100%; activation, % at 3 µM; 0.14% of 360,000 active; AID 624127;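 active means activation above the run mean over all test wells plus 3 SD, cut at about 32% in these data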;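 further: peak over basal fluorescence ratio per well then scaled between controls; 0% = DMSO wells and 100% = acetylcholine at EC100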
Target sequence (P08173 whole entry, looked up): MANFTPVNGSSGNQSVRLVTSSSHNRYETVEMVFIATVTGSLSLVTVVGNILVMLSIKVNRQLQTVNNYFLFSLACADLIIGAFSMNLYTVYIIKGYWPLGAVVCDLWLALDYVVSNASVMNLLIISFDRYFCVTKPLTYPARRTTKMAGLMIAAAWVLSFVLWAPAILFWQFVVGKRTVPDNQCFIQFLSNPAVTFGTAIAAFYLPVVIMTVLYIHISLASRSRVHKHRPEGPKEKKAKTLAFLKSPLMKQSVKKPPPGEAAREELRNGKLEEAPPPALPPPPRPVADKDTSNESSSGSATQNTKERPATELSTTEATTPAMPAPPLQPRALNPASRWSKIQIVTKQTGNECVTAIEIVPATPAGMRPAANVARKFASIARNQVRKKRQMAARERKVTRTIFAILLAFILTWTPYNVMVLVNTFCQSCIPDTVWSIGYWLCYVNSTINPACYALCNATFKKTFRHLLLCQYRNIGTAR
M4 antag – blocks acetylcholine activation of human M4 receptor. inhibition, % at 3 µM. 0.73% of 360,000 active. CHO-hM4 cells, ACh EC80, Fluo-8 calcium fluorescence. P08173;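 active means inhibition above its plate's cutoff, the mean inhibition of sample wells plus 3 SD, cut at about 27% in these data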;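 further: 0% = acetylcholine EC80 with DMSO and 100% = DMSO without agonist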
CHRM5 agonist – CHRM5 agonism in calcium assay; 0.19% of 360,000 active; AID 624037; activation, % at 3 µM; P08912; CHO-K1 hM5 cells, Fluo-8 calcium fluorescence; 0% DMSO wells, 100% maximal acetylcholine response;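 active means activation above the run's mean over test compounds plus 3 SD, cut at about 23% in these data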;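 further: signal is peak over basal fluorescence ratio across the kinetic read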
TAAR1 ag – human TAAR1 agonism | Q96RJ0 | CHO RD-HGA16 TAAR1, Fluo-8 calcium fluorescence; vehicle wells 0%, saturating PEA agonist 100% | activation, % at 3 µM | 0.99% of 360,000 active | AID 624467;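 active means activation above the mean activation of all test compounds in the run plus 3 SD, cut at about 38% in these data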
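Test system: RD-HGA16 (CHO) cells co-expressing Gα16 and hTAAR1; dosing: one-point dosing at 3 µM (nominal); timing: 17-24 h seeding, 75 min 37 °C dye, 30 min RT; signal: kinetic Fluo-8 calcium fluorescence; read-out basis: % activation relative to PEA EC100 response; controls: DMSO and PEA EC100; replicates: n 1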
M1 PAM – potentiates human M1 receptor response to acetylcholine. P11229. CHO-K1 hM1, Fluo-8 calcium fluorescence, ACh EC20; 0% = ACh EC20, 100% = maximal ACh. activation, % at 3 µM. 0.088% of 360,000 active. AID 588819; in the data active means activation above about 19%, passing the limit was not always enough
CHRM5 antagonist – CHRM5 antagonism in calcium assay. AID 624040. inhibition, % at 3 µM. CHO-hM5 cells, Fluo-8 calcium fluorescence, ACh EC80. 0.59% of 360,000 active;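 active means inhibition above a per-plate cutoff, the mean of that plate's test compounds plus 3 SD, cut at about 27% in these data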;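 further: 0% = acetylcholine EC80 with DMSO and 100% = DMSO without agonist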
Numbers without * were called inactive. Not all compounds are listed (hit frequency here may not be typical).

SMILES	CHRM1 antagonist	CHRM5 PAM	CHRM1 agonist	M4 ag	M4 antag	CHRM5 agonist	TAAR1 ag	M1 PAM	CHRM5 antagonist
O=C1c2cc(O)c(O)cc2OC(c2ccc(O)c(O)c2)C1O (centres undefined)	-9	5	2	0	-1	9	0	9	5
CCn1nc(C)c(CNC(=O)C2CCC(=O)N(Cc3cccc(F)c3)C2)c1C (centres undefined)	6	-8	-4	0	10	-3	0	0	15
CC(N)c1csc(Nc2ccc(C(=O)c3ccccc3)cc2)n1 (centres undefined)	-15	2	-2	2	-1	0	28	8	4
COc1ccc(-n2nnnc2SCC(=O)NCc2ccco2)cc1OC	-14	-3	-2	1	2	3	0	13	5
O=c1oc2cc(OCc3ccc(F)cc3F)ccc2cc1-c1ccccn1	-19	7	-2	0	2	-2	6	6	-5
CCOC(=O)c1c(-c2ccccc2)csc1NC(=O)CSc1nnnn1C	-7	-13	-5	13	-1	-1	5	1	6
CCOC(=O)c1cnc2nc(COc3ccccc3)[nH]n2c1=O	-4	2	-2	0	3	4	12	7	-2
CC(=O)NS(=O)(=O)c1ccc(NC(=O)c2ccc(Cl)cc2[N+](=O)[O-])cc1	-1	1	-7	1	-3	-2	2	4	-2
O=C(Nc1cccnc1)c1ccccc1O	-2	1	-1	1	7	1	4	9	1
CC(C)c1ccc(S(=O)(=O)N2CCN(C(=O)c3cc([N+](=O)[O-])ccc3N3CCOCC3)CC2)cc1	-22	3	-4	1	-6	0	-2	8	10
CCOC(=O)N1CCN(C(=O)C2CC(=O)N(c3ccc(C)cc3)C2)CC1 (centres undefined)	-11	-5	-3	-1	-10	-6	-2	6	1
CCOC(=O)N1CCN(C(=O)c2ccc(CSc3ccc(Cl)cc3)cc2)CC1	3	-4	-10	5	2	0	3	-7	10
CC(=O)N(C(C)=O)c1ccc(Oc2ccc(Oc3ccc(N(C(C)=O)C(C)=O)cc3)cc2)cc1	15	-17	2	16	-11	7	4	-16	9
COc1ccc(S(=O)(=O)N(C)c2ccc(C(=O)N3CCCC3)cc2)cc1	2	-1	-3	2	-6	7	1	1	0
S=C(Nc1cccc(Br)c1)N1CCn2cccc2C1c1cccnc1 (centres undefined)	-2	-4	-4	4	-3	1	11	5	17
Cc1sc(NC(=O)c2ccccc2)c(C(=O)N2CCN(C)CC2)c1C	1	-3	-5	3	1	2	10	-5	7
COC(=O)c1ccc2c(=O)n(CCN3CCOCC3)c(SCC(=O)Nc3ccc(C)cc3)nc2c1	-9	6	-4	1	-13	-2	1	7	-17
O=C(NNC1CCN(Cc2ccccc2)CC1)c1ccccc1	-4	6	-7	1	-2	-6	2	1	9
COc1ccccc1N1CCN(S(=O)(=O)CCNC(=O)CC2CCCC2)CC1	2	-2	2	16	-3	5	7	-4	5
Cc1ccc(C(=O)CSc2nnc(-c3ccco3)n2Cc2ccccc2)cc1	-4	-4	-2	3	-2	-4	9	-1	11
COc1ccc(N2CCN(Cc3nc(-c4ccccc4)no3)CC2)cc1	-6	3	-6	2	1	4	0	8	8
COc1cc(/C(C)=N/NC(=O)c2nnn(-c3nonc3N)c2-c2cccs2)ccc1O	-3	2	2	6	0	3	13	7	-4
CCOc1ccccc1C1C(C(N)=O)=C(C)Nc2nc(CCCO)nn21 (centres undefined)	-4	-2	3	0	-16	-1	2	5	-4
Cc1cc(-c2nc3ccccc3o2)c2ccccc2n1	0	-1	-3	0	2	1	14	4	-7

The list goes on, starting with the last 5 of the part before.
SMILES	CHRM1 antagonist	CHRM5 PAM	CHRM1 agonist	M4 ag	M4 antag	CHRM5 agonist	TAAR1 ag	M1 PAM	CHRM5 antagonist
Cc1ccc(C(=O)CSc2nnc(-c3ccco3)n2Cc2ccccc2)cc1	-4	-4	-2	3	-2	-4	9	-1	11
COc1ccc(N2CCN(Cc3nc(-c4ccccc4)no3)CC2)cc1	-6	3	-6	2	1	4	0	8	8
COc1cc(/C(C)=N/NC(=O)c2nnn(-c3nonc3N)c2-c2cccs2)ccc1O	-3	2	2	6	0	3	13	7	-4
CCOc1ccccc1C1C(C(N)=O)=C(C)Nc2nc(CCCO)nn21 (centres undefined)	-4	-2	3	0	-16	-1	2	5	-4
Cc1cc(-c2nc3ccccc3o2)c2ccccc2n1	0	-1	-3	0	2	1	14	4	-7
COc1ccc(-c2csc(-n3cccn3)n2)cc1	-7	11	-4	0	-20	-3	2	8	-13
CC1(C)CC(=O)C(C(c2ccc3c(c2)OCO3)C2C(=O)CC(C)(C)CC2=O)C(=O)C1	-1	2	1	2	6	1	2	4	-5
COc1cc(NC(=O)CCc2nnc3ccc(N4CCOCC4)nn23)cc(OC)c1OC	-13	-3	0	1	8	-6	3	11	20
OCCC1CN(Cc2c(F)cccc2Cl)CCN1C1CCCCC1 (centres undefined)	2	11	-6	0	5	-9	0	-2	-4
CC(C)CN1CCC(=O)N(CCC#N)CC1	-12	5	1	1	10	3	4	14	-1
CCN(CC)C(=O)c1sc2nc(-c3ccccn3)[nH]c(=O)c2c1C	-4	8	2	1	7	1	1	18	4
COc1ccc2c3c([nH]c2c1)C(C)N(CCC(=O)NN)CC3 (centres undefined)	-15	6	-5	3	-1	-8	0	8	13
CCOC(=O)c1ccc(NC(=O)Nc2nc3ccccc3s2)cc1	-4	-12	2	1	61*	0	13	6	6
O=C(Nc1ccc(C(F)(F)F)cc1Cl)c1ccc(Cn2cc(Br)cn2)o1	-10	-2	-8	-2	-7	-4	17	0	5
CC(=O)NCCNc1nc2cc(-c3cccc(Cl)c3)sc2c(=O)n1C	-9	1	1	1	3	1	3	10	-1
O=[N+]([O-])c1ccc(NN=Cc2cccc([N+](=O)[O-])c2)cc1	3	-1	-1	4	-1	-1	2	-1	5
Cc1ccccc1OCCCC(=O)Nc1ccccc1C(F)(F)F	-1	3	-5	-1	0	-9	9	3	-3
O=C(N/N=C/c1ccc[nH]1)c1ccc(O)cc1	-3	-12	-6	1	5	-5	3	5	-4
Cc1noc(C)c1COC(=O)CN(C)S(=O)(=O)c1ccc(Cl)cc1	0	3	-2	2	3	-3	3	2	-4
CCOC(=O)/C=C1\CN(Cc2cc(OC)c(OC)c(OC)c2)S(=O)(=O)c2ccccc21	-10	-1	-1	2	-3	0	8	5	8
CC(C)CN1C(=O)/C(=C/c2cccs2)NC1=S	-1	2	-5	0	0	-2	13	2	-3
CCOC(=O)c1c(C)[nH]c(C)c1-c1ccccc1OC	-4	1	-5	0	-9	-7	14	8	-3
O=C(NC1CCC1)C1CCC(=O)N(Cc2cccc(F)c2)C1 (centres undefined)	-13	-2	-1	1	-7	-2	1	13	9
COc1cc(OC)cc(C(=O)NC2CC3CCC(C2)N3Cc2ccco2)c1 (centres undefined)	0	0	-3	0	9	-9	7	-5	3
CC1CCN(CCNC(=S)Nc2ccc(Cl)cc2)CC1	0	5	-16	4	3	-7	3	2	-7
CCOC(=O)N1CCN(c2c(NCCc3ccc(OC)c(OC)c3)c(=O)c2=O)CC1	1	0	-3	0	-1	1	0	2	0
COc1ccc(OC)c(S(=O)(=O)Nc2cccc3ccccc23)c1	-1	1	-2	2	-1	-2	0	-3	0
CSCCCNC(=S)N1CCN(S(=O)(=O)c2cccc(C(F)(F)F)c2)CC1	3	-5	-6	7	-9	-1	2	0	0
O=C(O)c1cc2c(ccc3ccccc32)[nH]1	-2	6	-2	1	-7	-4	9	0	-11
CCCCNS(=O)(=O)c1ccc2nc(SCC(=O)Nc3ccccc3)[nH]c2c1	3	6	-5	3	-1	0	8	6	2
COCCNC(=O)c1onc(CSc2ccccc2)c1C(=O)NCCOC	16	-4	-4	0	-3	4	11	-9	7
CC1=C(C(=O)N(C(C)C)C(C)C)CC(CC(=O)NCCc2ccccn2)C(=O)N1Cc1ccccc1 (centres undefined)	-8	4	-4	1	-22	0	21	3	-1
Cc1ccc(NC(=O)CCc2ccc(C)o2)c(C)c1	4	-5	-4	0	7	-6	0	0	5
COc1cc(CN2CCN(Cc3ccc([N+](=O)[O-])cc3)CC2)c([N+](=O)[O-])cc1OC	5	-5	-9	5	0	-1	6	-4	-8
CCCCn1c(N)c(N(C)C(=O)c2cccc(-n3cnnn3)c2)c(=O)[nH]c1=O	-3	-7	-2	1	2	-1	3	5	21
N#CCCSC(=S)C1CCCC1=N (centres undefined)	-14	0	-6	0	3	-2	1	8	2
O=C(COC(=O)/C=C/c1ccc(C(F)(F)F)cc1)NC1CCCC1	-13	1	5	2	2	-1	0	13	-2
CC(=O)Nc1cccc(/C(C)=N/NC(=O)c2c(-c3ccccc3Cl)noc2C)c1	-11	-6	-5	8	-2	0	2	4	8
COc1ccc(C2CCCN2C(=S)Nc2ccc(C)c(C)c2)cc1OC (centres undefined)	-28	-4	0	1	-7	-3	-5	2	-6
Cn1nnc(NC(=O)CSc2ccc(Cl)cc2)n1	-1	6	-1	1	-9	-4	6	0	-14
O=C1c2ccccc2C(=O)N1CCC(=O)N1CCCc2ccccc21	-3	6	-3	1	-4	-2	11	3	-3
CC(C)(C)NC(=O)CN(Cc1cccs1)C(=O)CCC(=O)Nc1nccs1	-25	1	-1	2	-4	3	14	11	-9
CC(C)CC(=O)NC1(C(F)(F)F)C(=O)Nc2c1c(=O)[nH]c(=O)n2Cc1ccco1 (centres undefined)	-6	7	-3	0	4	-2	1	4	2
O=C1NC(=S)NC(=O)C1Nc1ccc(Cl)cc1	-10	8	-1	1	1	2	32	5	-6
CCN(CC)C(=O)CSc1nnc([C@@H](N)Cc2ccccc2)o1	-2	-4	1	2	-4	0	-1	20	3
N#C/C(=C\c1ccc(O)c(O)c1)C(=O)N1CCc2ccccc21	-24	-6	2	7	-5	3	4	4	0
Nc1nccc(-c2cc(-c3ccc(Cl)cc3Cl)no2)n1	-18	1	-2	0	-3	1	0	6	2
CC1(O)CC(c2ccc(Cl)cc2)=NN1C(=O)c1ccc(Cl)cc1 (centres undefined)	-6	-7	1	0	1	-2	2	15	21
COc1ccc(NC(=O)CCOc2ccc(C)cc2)cc1S(=O)(=O)N1CCOCC1	9	-9	-4	1	-2	1	1	-2	6
CC1=CC2=NC(=O)/C(=C/c3cccn3Cc3ccccc3)C(=N)N2O1	4	-16	-5	-1	2	-5	5	-2	17
COc1ccc(-c2noc(CCC(=O)NCCCN3CCC(Cc4ccccc4)CC3)n2)cc1	8	-11	4	10	4	-1	18	-14	13
COc1ccc(CC(=O)NCC(=O)N/N=C(/C)c2ccco2)cc1	-14	6	-9	0	-4	-4	4	16	0
CCCc1nc2ccccc2c(=O)n1NC(=O)c1c(O)c2cccc3c2n(c1=O)CCC3	-4	1	-1	0	1	1	6	8	-2
Brc1ccc(OCCOc2cccc3cccnc23)cc1	-1	6	-5	1	-3	1	24	2	-4
CCc1ccc(NC(=O)c2cnccn2)cc1	2	-2	-3	0	2	1	9	-5	-2
CC(C)(C)NC(=O)NC(=O)COC(=O)c1cccc(NS(=O)(=O)c2ccc(F)c(F)c2)c1	12	1	-9	4	1	-1	3	-10	4

Assay outcomes (PubChem BioAssay)
